PvdQ acylase: blocks Pseudomonas aeruginosa PvdQ acylase activity | purified PvdQ acylase, fluorescence plate reader | inhibition, % at 10 µM | 340,000 tested, 0.063% active | AID 488965; in the data active means inhibition above about 30%, passing the limit was not always enough; inconclusive means no clear call, values can overlap the other calls;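 further: 0% = vehicle neutral wells and 100% = reference inhibitor wells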
SR-BI DiI-HDL act: SR-BI HDL lipid transfer activation; 320,000 tested, 0.096% active; activation, % at 12.5 µM; AID 504775; CHO ldlA[mSR-BI] cells, DiI-HDL uptake fluorescence, 3 h; 100 = double the neutral-control signal;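 active means mean replicate activation of at least 60% and every replicate at or above 60%; inconclusive means mean or all-replicate condition met, but not both; inactive means mean below 60% and not all replicates reaching 60%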;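 further: 0% = median plate neutral-control signal and 100% = twice that signal; values of inactives mirror those of a sister screen read the other way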
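system = CHO ldlA[mSR-BI] cells, LDL receptor-null, SR-BI overexpressing | medium = Ham's F12 with 0.5% BSA, HEPES 25 mM, pH 7.4 | probe or stimulus = DiI-HDL 10 µg/mL | compound dosing = single-point compound dose | incubation = compound exposure 3 h, 37 °C | technique = DiI fluorescence, bottom read | read-out = cell-associated DiI fluorescence as measure of HDL uptake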
Keap1 Nrf2 FP: Keap1-Nrf2 (human) interaction inhibition; Q14145; Keap1 Kelch-Nrf2 peptide fluorescence polarization, 1536-well; inhibition, % at 9.4 µM; 340,000 tested, 0.15% active; AID 504523; in the data active means inhibition above about 12%; inconclusive means no clear call, values can overlap the other calls; inactive means below about 7.3%;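 further: human Keap1 Kelch domain with fluorescein labeled Nrf2 9mer peptide probe; 0% = neutral control wells and 100% = peptide positive control; higher means more block of Keap1 binding to Nrf2 peptide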
Target sequence (Q14145 whole entry, looked up, the tested form may be a part): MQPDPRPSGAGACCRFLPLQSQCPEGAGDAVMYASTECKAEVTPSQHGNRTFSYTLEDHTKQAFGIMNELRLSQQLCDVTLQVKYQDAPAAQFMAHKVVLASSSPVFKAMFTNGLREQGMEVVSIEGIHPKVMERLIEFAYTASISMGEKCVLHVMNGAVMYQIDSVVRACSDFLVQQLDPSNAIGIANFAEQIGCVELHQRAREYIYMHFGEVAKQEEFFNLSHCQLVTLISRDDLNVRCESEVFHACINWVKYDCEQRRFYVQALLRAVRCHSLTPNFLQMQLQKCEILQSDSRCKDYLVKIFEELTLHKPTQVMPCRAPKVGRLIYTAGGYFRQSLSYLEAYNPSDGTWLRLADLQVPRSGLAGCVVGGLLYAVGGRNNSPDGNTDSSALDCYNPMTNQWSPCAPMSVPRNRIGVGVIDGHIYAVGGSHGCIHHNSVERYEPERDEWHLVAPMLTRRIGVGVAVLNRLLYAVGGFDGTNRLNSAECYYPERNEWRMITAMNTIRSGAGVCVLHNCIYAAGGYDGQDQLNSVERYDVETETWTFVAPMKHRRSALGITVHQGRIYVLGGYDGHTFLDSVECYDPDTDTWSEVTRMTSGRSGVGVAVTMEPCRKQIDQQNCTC
NSD2 inh: NSD2 (human) methyltransferase inhibition; NSD2 peptide methylation, AlphaScreen, 120 min; 310,000 tested, 0.54% active; inhibition, % at 12.5 µM; in the data active means inhibition above about 50%
Cardiac RTF inh: cardiac RTF calcium desensitization; AID 493244; P19429+P45379; 340,000 tested, 0.12% active; inhibition, % at 7.15 µM; IANBD-labeled cardiac RTF, Ca2+ fluorescence;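 active means inhibition above the mean inhibition of all tested compounds plus 3 SD, cut at about 17% in these data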;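 further: assay run at fixed EC70 calcium of 1.6 mM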
SR-BI HDL uptake: inhibitors of mouse SR-BI mediated HDL lipid uptake | Q61009 | ldlA[mSR-BI] CHO cells, DiI-HDL uptake fluorescence, 3 h | inhibition, % at 12.5 µM | 320,000 tested, 0.96% active;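 active means mean replicate inhibition of at least 70% and a set share of replicates each scoring 70 or more; inconclusive means meets just one of the two criteria; inactive means fails both criteria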;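 further: 0% = median of neutral control wells and 100% = median of positive control wells; values of inactives mirror those of a sister screen read the other way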
DAGLB inhibitor: diacylglycerol lipase beta (human) inhibition. Q8NCG7. HEK293T DAGLB membrane lysate, EnzChek fluorogenic substrate. inhibition, % at 5.17 µM. 340,000 tested, 0.059% active; in the data active means inhibition above about 34%;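 further: 0% = enzyme with vehicle and 100% = wells lacking enzyme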
C-LANA FP: inhibitors of KSHV LANA C-terminal domain DNA binding; MBP-C-LANA/FAM-LBS DNA binding, fluorescence polarization; inhibition, % at 9 µM; 340,000 tested, 0.078% active; AID 504423;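 active means highest replicate inhibition at or above 60% at 9 µM, even if other replicates fall short; inactive means all replicates below 60% inhibition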;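 further: 0% = neutral control wells and 100% = 4 µM acridine orange control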
Arrestin-AP2 inh: human beta-arrestin and AP2 interaction inhibition. FITC-arrestin peptide / GST-AP2 beads, flow cytometry; AP2 beta2 appendage carries R879A mutation. 340,000 tested, 0.31% active. AID 504490. inhibition, % at 10 µM;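 active means inhibition above a set limit, near 3 SD of compounds lacking own fluorescence, cut at about 54% in these data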;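 further: plate controls were DMSO wells for no effect and 5 µM unlabelled arrestin peptide for full effect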
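Assay system: GST-AP2 R879A bound to glutathione beads, E. coli-expressed; Medium: PBS with 0.05% Tween 20 and 0.1% BSA; Also added: fluorescein-tagged arrestin peptide at 50 nM final; Timing: 12 min plus 1 h, RT; Measured by: flow cytometry, FL1 (488/535 nm); Evaluation: percent drop in bead-associated FITC signal.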
PKA-R2B activ: PKA-R2B complex activation; PKA-R2B holoenzyme dissociation, Cy5-IP20 fluorescence polarization; R2B truncated from residue 108, S112A mutant; 0% DMSO only, 100% 113 µM cGMP; P22694+P31323; activation, % at 11.4 µM; 340,000 tested, 0.079% active;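 active means activation above a cutoff set at the mean over all compounds plus 3 SD, cut at about 18% in these data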;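 further: higher means more holoenzyme dissociation and a rise in polarization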
Target sequence (P31323 whole entry, looked up, other chains not shown, the tested form may be a part): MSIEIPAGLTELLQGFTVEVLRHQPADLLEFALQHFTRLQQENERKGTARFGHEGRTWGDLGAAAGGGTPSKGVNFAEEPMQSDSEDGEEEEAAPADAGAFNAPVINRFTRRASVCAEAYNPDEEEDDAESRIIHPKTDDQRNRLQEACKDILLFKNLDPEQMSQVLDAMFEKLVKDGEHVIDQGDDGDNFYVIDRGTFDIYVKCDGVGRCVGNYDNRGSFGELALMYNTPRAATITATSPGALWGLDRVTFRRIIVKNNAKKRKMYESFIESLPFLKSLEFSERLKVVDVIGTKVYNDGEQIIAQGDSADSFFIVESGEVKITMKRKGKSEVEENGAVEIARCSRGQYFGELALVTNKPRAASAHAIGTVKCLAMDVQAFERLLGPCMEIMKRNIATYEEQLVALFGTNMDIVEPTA
* = called active by the depositor; ? = inconclusive; . = not tested or not shown.

SMILES | PvdQ acylase | SR-BI DiI-HDL act | Keap1 Nrf2 FP | NSD2 inh | Cardiac RTF inh | SR-BI HDL uptake | DAGLB inhibitor | C-LANA FP | Arrestin-AP2 inh | PKA-R2B activ
CCCCN(C)C(=O)CCCc1c[nH]c2ccccc12 | 9 | 7 | -3 | . | 10 | -7 | 3 | -0.4 | 3 | -9
NC(=O)c1ccccc1NC(=O)c1ccccc1Cl | -4 | 10 | 0 | -4 | 0 | -10 | -2 | 0.1 | 4 | -12
CC1Cc2ccccc2N1C(=O)C1CC(=O)N(c2ccccc2)C1 (configuration not stated) | -1 | . | 1 | -2 | 4 | . | -1 | -1.5 | 31 | 1
CCOC(=O)Cn1cnc2c(sc3nc(C)cc(C)c32)c1=O | 8 | 9 | 1 | 39 | 5 | -9 | -2 | -1.1 | 36 | -1
COC(=O)Cn1cnc2c(cnn2-c2ccc(OC)cc2)c1=O | -16 | 16 | 0 | 3 | -12 | -16 | -1 | -2.9 | 0 | 3
CCCCc1nc(N)c(C#N)c(-c2ccco2)c1CCC | 10 | -19 | 0 | 3 | -3 | 19 | -7 | -0.8 | 16 | -4
Cc1ccc(S(=O)(=O)N2CCC(C(=O)N3CCN(Cc4ccccc4)CC3)CC2)cc1 | 4 | 12 | -1 | . | 0 | -12 | -1 | -2.3 | 2 | 0
Nc1ncc(Br)cc1S(=O)(=O)Nc1cc(C(F)(F)F)cc(C(F)(F)F)c1 | -16 | 13 | -1 | 2 | -1 | -13 | 14 | 1.4 | -2 | -13
Cc1nnc(NC(=O)CSc2nnc(CC(=O)Nc3ccccc3Cl)n2C)s1 | 7 | . | 7 | 3 | -20 | . | -1 | -0.2 | 6 | -6
COC(=O)C1=C(c2ccc(OC)cc2)OC(=O)C1(C)C | 11 | -10 | 2 | . | -1 | 10 | -1 | -0.4 | 3 | -2
COc1ccc(Nc2nnc(-c3ccc(N4CCOCC4)c([N+](=O)[O-])c3)c3ccccc23)cc1 | -1 | -79 | -3 | -1 | 0 | 79* | 10 | 1.6 | 5 | -8
CCC(C)Nc1nc(Cl)nc(N(C#N)CN2C(=O)c3ccccc3S2(=O)=O)n1 (configuration not stated) | -6 | 12 | -1 | -2 | -19 | -12 | 2 | 0.3 | 4 | -2
Cc1noc(C)c1COc1ccccc1C(=O)NCc1ccco1 | -9 | 20 | -1 | 0 | 5 | -20 | 0 | -1.2 | 1 | 4
O=C(N/N=C/c1ccc2c(c1)OCO2)c1ccc(NS(=O)(=O)c2cccs2)cc1 | 2 | -33 | -2 | 1 | 13 | 33 | 1 | 1.0 | 6 | -12
COC(=O)Nc1nc2ccc(SC(C)C)cc2[nH]1 | -4 | -1 | 1 | . | -9 | 1 | 1 | -1.8 | 4 | -3
CCOP(=O)(OCC)c1nc(-c2ccc(C)cc2)oc1N1CCOCC1 | -14 | 15 | 0 | 3 | 4 | -15 | 1 | 2.3 | -11 | -2
Oc1c(Br)cc(Cl)cc1C=Nc1ccccc1Br | 9 | -4 | -1 | -1 | 0 | 4 | 10 | -1.2 | . | 8
CCC(CC)c1nnc(NC(=O)CN2C(=O)c3ccccc3C2=O)s1 | 1 | 10 | -2 | 1 | -7 | -10 | 3 | 0.4 | 7 | -12
Cn1c(SCC(=O)c2ccccc2)nnc1C1COc2ccccc2O1 (configuration not stated) | -12 | -10 | -5 | 1 | -12 | 10 | 1 | -0.4 | -4 | 7
COc1cccc(-c2nc(CS(=O)(=O)CC(=O)N3CCc4ccccc4C3)c(C)o2)c1 | -17 | -15 | -6 | . | -2 | 15 | -2 | 0.2 | 0 | -7
c1ccc(SSc2ccccn2)nc1 | -2 | 31 | 4 | 1 | 5 | -31 | -1 | -3.1 | 27 | -6
O=C(NCc1cccc(Cl)c1)c1cnn2c1NC(c1ccco1)CC2C(F)(F)F (configuration not stated) | -12 | -21 | -2 | 2 | -8 | 21 | 3 | 2.2 | -7 | 1
O=C(Oc1c(Cl)cc(Cl)c2cccnc12)N1CCCCC1 | -19 | -14 | -1 | -3 | -11 | 14 | -4 | -0.8 | 3 | 0
O=c1c2nnn(Cc3ccccc3)c2ncn1C/C=C/c1ccccc1 | -6 | 8 | -1 | . | -1 | -8 | -2 | -1.1 | 10 | 10
O=C(COC(=O)C1CC2C=CC1C2)Nc1cccc(S(=O)(=O)N2CCCCCC2)c1 (configuration not stated) | -17 | -5 | -1 | -1 | -15 | 5 | -7 | -0.5 | 17 | 2

Taken from above:
NC(=O)c1ccccc1NC(=O)c1ccccc1Cl in SR-BI HDL uptake → -10
CC1Cc2ccccc2N1C(=O)C1CC(=O)N(c2ccccc2)C1 (configuration not stated) in NSD2 inh → -2

Following part:
SMILES | PvdQ acylase | SR-BI DiI-HDL act | Keap1 Nrf2 FP | NSD2 inh | Cardiac RTF inh | SR-BI HDL uptake | DAGLB inhibitor | C-LANA FP | Arrestin-AP2 inh | PKA-R2B activ
COc1ccc(NS(=O)(=O)c2cn(C)c(=O)n(C)c2=O)c(OC)c1 | -1 | 35 | -1 | . | 9 | -35 | -3 | 0.3 | 31 | -5
CCOc1ccccc1N(C(=O)c1snc(C(N)=O)c1N)C(C(=O)NCCC(C)C)c1ccco1 (configuration not stated) | 2 | -17 | -3 | -1 | 0 | 17 | 2 | -0.4 | -5 | -12
CC1C(=O)C(C)C(c2ccccc2F)NC1c1ccccc1F (configuration not stated) | 11 | 7 | 1 | -10 | 3 | -7 | -9 | -0.1 | 27 | -9
O=C1[C@@H](Oc2ccccc2)[C@@H](c2ccncc2)N1c1ccncc1 | -6 | -5 | -8 | . | -3 | 5 | 3 | -0.7 | -18 | -3
O=C(NCCSc1c[nH]c2ccccc12)c1ccc2c(c1)OCO2 | -5 | 6 | 0 | . | -10 | -6 | -2 | -0.4 | 17 | -1
CCCOc1ccc(C(CC(=O)O)NC(=O)c2cccs2)cc1 (configuration not stated) | 2 | 10 | -1 | -9 | -1 | -10 | 1 | -1.2 | 9 | 2
CN(CC(=O)Nc1cccc(F)c1)C(=O)c1ccc(OCc2ccccc2)cc1 | -8 | -18 | -1 | -2 | -9 | 18 | -2 | 2.7 | 24 | 2
O=C(N/N=C/c1ccc(OC(F)F)cc1)c1ccc(Br)cc1 | -6 | -14 | 2 | -2 | -7 | 14 | 2 | 1.3 | 7 | 11
Cc1ccc(CNS(=O)(=O)CCNC(=O)c2ccc3c(c2)OCO3)cc1 | 11 | 18 | -4 | -1 | -3 | -18 | 1 | 0.2 | 1 | -9
COCCN(C(=O)CNC(=O)c1ccco1)C(C(=O)NC1CCCC1)c1cccs1 (configuration not stated) | -3 | 17 | -6 | 1 | 1 | -17 | -1 | 0.4 | 0 | 8
O=C(NC(=S)Nc1ccccc1Br)C1CCC1 | 3 | -5 | 3 | -1 | -2 | 5 | -4 | 0.8 | 40 | -5
CN(C)CCOC(=O)c1sc2ccccc2c1Cl | -11 | 7 | -1 | 4 | -16 | -7 | -1 | -2.0 | -5 | -4
CCC1CN(C(=O)N2CCC(C(=O)Nc3ccccc3F)CC2)c2ccccc2O1 (configuration not stated) | 7 | -28 | -1 | -5 | -8 | 28 | 0 | 1.0 | -1 | -3
c1ccc2nc(-c3nc4ccccc4o3)ccc2c1 | -4 | 19 | -2 | 4 | -10 | -19 | -3 | 4.0 | 3 | 0
C=CCOc1ccc(Br)cc1CNCCCN1CCOCC1 | -11 | -2 | 0 | 4 | 8 | 2 | 2 | -0.4 | 3 | -8
Cc1[nH]c2ccccc2c1C(c1ccncc1)N1CCN(c2ccccn2)CC1 (configuration not stated) | -4 | -13 | -1 | 2 | -4 | 13 | -1 | 0.2 | 45 | -4
COc1ccc(/C=C2/SC(=O)N(CCNC(=O)C3CCCN3C(=O)c3cccs3)C2=O)cc1 (configuration not stated) | -9 | -10 | -4 | 2 | -18 | 10 | 2 | 1.3 | -3 | 2
COc1ccc(CNC(=O)C2CCC(CNS(=O)(=O)c3cccc4cccnc34)CC2)cc1 (configuration not stated) | -8 | -8 | -2 | -2 | 6 | 8 | 2 | -1.1 | -9 | 0
COc1ccc(S(=O)(=O)N2CCC(C(=O)N3CCN(c4ccccc4OC)CC3)CC2)cc1 | -4 | -26 | 5 | -2 | -6 | 26 | 2 | 2.2 | 5 | -15
O=C(c1cc(COc2ccc(F)cc2Cl)on1)N1CCC(OCc2cccnc2)CC1 | -8 | -6 | 0 | 16 | 7 | 6 | 0 | -1.8 | 12 | 9
O=C(Cn1cnc2ccccc2c1=O)Nc1nnc(C2CC2)s1 | -6 | 9 | 0 | 0 | 1 | -9 | 0 | 3.9 | 20 | -6
O=C(/C=C/NNC(=O)c1ccccc1)c1ccccc1 | 0 | -71 | -2 | -12 | 6 | ? | 9 | 1.9 | 2 | -9
O=C(c1cccc(S(=O)(=O)N2CCCC2)c1)N1CCN(c2ccccc2)CC1 | -15 | -1 | 0 | -3 | -8 | 1 | -2 | 0.6 | -6 | -4
OCCN(Cc1cccnc1)Cc1ccccn1 | 0 | 4 | -3 | 1 | -9 | -4 | -3 | 1.8 | 6 | -12
CCOC(=O)c1oc2ccccc2c1CN1CCOCC1 | -8 | 17 | -4 | -1 | -6 | -17 | 0 | 0.6 | -5 | -16
Carrying on:
SMILES | PvdQ acylase | SR-BI DiI-HDL act | Keap1 Nrf2 FP | NSD2 inh | Cardiac RTF inh | SR-BI HDL uptake | DAGLB inhibitor | C-LANA FP | Arrestin-AP2 inh | PKA-R2B activ
COc1ccc(-c2cc3c(=O)n(CC(=O)Nc4ccc(Cl)cc4)nc(C)n3n2)cc1 | -7 | -6 | 0 | . | -4 | 6 | 2 | 0.2 | -10 | 0
COc1ccc(/C=C/C(=O)NC2=NCCS2)cc1OC | 3 | -44 | -1 | 3 | -2 | 44 | -1 | 0.2 | -8 | 4
Cn1cc([N+](=O)[O-])c(C(=O)N/N=C/c2ccccc2)n1 | -6 | 9 | 3 | -2 | -11 | -9 | -3 | -0.4 | 3 | -5
CCN1C(C)=C(C)S/C1=C1\SC(=S)N(N)C1=O | -7 | 9 | -5 | 2 | -10 | -9 | 0 | 2.6 | 4 | -5
CCOC(=O)CSc1nncc2ccc(OC)c(OC)c12 | -7 | 13 | -5 | -1 | 4 | -13 | 0 | -0.3 | -6 | -1
NC(=O)C1CCN(C(=O)c2cccc(CN3C(=O)c4ccccc4C3=O)c2)CC1 | -1 | 16 | 3 | -2 | -1 | -16 | 1 | -0.2 | 8 | 11

3 entries already listed, sorted by the number in Keap1 Nrf2 FP, highest first.
molecule	Keap1 Nrf2 FP
NC(=O)C1CCN(C(=O)c2cccc(CN3C(=O)c4ccccc4C3=O)c2)CC1	3
COc1ccc(/C=C/C(=O)NC2=NCCS2)cc1OC	-1
CCN1C(C)=C(C)S/C1=C1\SC(=S)N(N)C1=O	-5

Assay outcomes as filed in PubChem BioAssay.
